Screening data from PubChem BioAssay.
STK33 kin inh – STK33 kinase inhibitors, primary screen, biochemical, luminescence, ADP-Glo, MBP substrate. inhibition, % at 12.5 µM. 27,000 tested, 0.44% active. Serine/threonine-protein kinase 33 (Homo sapiens), Q9BYT3; in the data active = inhibition above about 20%; inconclusive = no clear call, values can overlap the other calls
Target sequence (Q9BYT3 whole entry, looked up): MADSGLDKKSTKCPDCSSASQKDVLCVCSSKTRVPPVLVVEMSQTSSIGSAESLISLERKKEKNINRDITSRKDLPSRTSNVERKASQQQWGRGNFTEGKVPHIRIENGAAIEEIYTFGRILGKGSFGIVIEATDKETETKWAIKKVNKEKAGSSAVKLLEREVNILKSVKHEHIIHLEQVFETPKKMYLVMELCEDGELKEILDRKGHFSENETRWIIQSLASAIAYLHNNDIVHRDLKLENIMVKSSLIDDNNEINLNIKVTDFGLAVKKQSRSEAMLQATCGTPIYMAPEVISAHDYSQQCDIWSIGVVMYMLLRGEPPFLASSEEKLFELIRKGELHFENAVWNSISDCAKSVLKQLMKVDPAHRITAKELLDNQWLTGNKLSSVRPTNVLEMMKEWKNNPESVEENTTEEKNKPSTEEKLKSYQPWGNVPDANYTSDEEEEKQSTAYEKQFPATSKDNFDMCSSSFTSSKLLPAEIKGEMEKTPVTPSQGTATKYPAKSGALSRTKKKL
p53 PUMA act – mutant p53 pathway re-activators, primary screen, cell-based, SW480, luciferase, single point, HTS; SW480 PUMA-promoter luciferase, p53 mutant reactivation; activation, % at 9.98 µM; 28,000 tested, 1.5% active; AID 624151, 2012; in the data active = activation above about 52%; inconclusive = no clear call, values can overlap the other calls
* = called active by the depositor; ? = inconclusive; / = no result given.

compound	STK33 kin inh	p53 PUMA act
S=C(Nc1ccccc1)Nc1ccccc1-n1cccc1	8.2	/
NCCC(c1ccccc1)c1ccccc1	/	-2.7
CC(Sc1nnc(N)s1)C(=O)Nc1cccc(Cl)c1 (configuration not stated)	-3.5	10.3
C[C@H](CO)N1C[C@H](C)[C@@H](CN(C)C(=O)C2CCC2)Oc2cc(-c3cccnc3)ccc2S1(=O)=O	/	-3.9
COc1ccc(NC(=O)CSC2=C(C#N)C(c3ccc(Cl)cc3)CC(=O)N2)cc1 (configuration not stated)	2.2	6.2
Cc1sc(NC(=S)NC(=O)c2ccco2)c(C(N)=O)c1C	1.9	59.1*
COc1ccc2[nH]c(=O)c(CN(C)S(C)(=O)=O)cc2c1	3.1	0.9
O=C(OCC1OC(Oc2ccc(O)cc2COC(=O)C2(O)C(O)CCC(O)C2O)C(O)C(O)C1O)c1ccccc1 (configuration not stated)	-6.6	-26.4
CC(C)NC(=O)Nc1ccc2c(c1)C(=O)N([C@@H](C)CO)C[C@@H](C)[C@H](CN(C)S(=O)(=O)c1ccccc1)OCCCC[C@@H](C)O2	/	-2.3
C[C@H](O)C#Cc1cnc2c(c1)C(=O)N([C@H](C)CO)C[C@H](C)[C@@H](CN(C)Cc1cccc(C(=O)O)c1)O2	/	2.1
CCOC(=O)C1=C(C)Nc2ncnn2C1c1ccccn1 (configuration not stated)	4.2	1.2
Cc1ccc(S(=O)(=O)NCC(=O)Nc2ccc(F)cc2F)cc1	-6.2	-0.8
COc1ccc(S(=O)(=O)Nc2ccc3c(c2)CC(=O)N([C@H](C)CO)C[C@@H](C)[C@H](CN(C)S(=O)(=O)c2cn(C)cn2)O3)cc1	/	5.8
O=C(COc1ccc([N+](=O)[O-])cc1)Nc1ccc(NC(=O)c2ccccc2)cc1	3.3	-3.2
O=C(NCc1cccnc1)c1cc2nc(-c3cccs3)cc(C(F)(F)Cl)n2n1	5.8	6.1
CC(C)NC(=O)[C@@]1(Cc2ccccc2I)c2ccccc2C(=O)N(Cc2ccccc2C(F)(F)F)[C@H]1c1ccc(CO)cc1	0.5	/
O=C(Cn1cc(CO)c2ccccc21)Nc1ccccc1	1.3	-17.2
COc1ccccc1OCC(=O)Nc1cccc(C(=O)N2CCOCC2)c1	-1.4	13.5
Cc1cc(C(=O)CSc2nnc3sc4ccccc4n23)c(C)n1Cc1ccccc1	3.4	0.1
COc1ccc2[nH]c3c(OC)ncnc3c2c1	/	80.6*
NC(=O)NCC#Cc1ccc2c(c1)[C@]1(C(=O)N2)[C@H](C(=O)N2CCCCCCC2)[C@H]2C(=O)O[C@H](c3ccccc3)[C@H](c3ccccc3)N2[C@@H]1c1ccc(O)cc1	12.3	/
C[C@H](CO)N1C[C@H](C)[C@H](CN(C)C(=O)c2ccncc2)OCCCC[C@H](C)Oc2ccc(NC(=O)Cc3ccccc3)cc2C1=O	/	-5.6
C[C@@H]1CN([C@H](C)CO)C(=O)c2cccc(NC(=O)c3cnccn3)c2O[C@@H]1CN(C)CC1CC1	/	0.6
CC1CC(=O)C2C(O)(C1)CC(O)C13OC21C(=O)c1cccc(O)c1C3O (configuration not stated)	-8.2	-0.2
CCCc1cc(=O)[nH]c(SC/C=C/c2ccccc2)n1	-1.8	/
Cc1ccnc(NC(c2cccc(F)c2)c2ccc3ccc(C)nc3c2O)c1 (configuration not stated)	1.1	-32.3
C[C@H](CO)N1C[C@H](C)[C@H](CN(C)C(=O)NC2CCCC2)Oc2ncc(-c3cccc(C(F)(F)F)c3)cc2C1=O	3.1	4.5
O=C(CSc1nnc(-c2ccccc2)n1-c1ccccc1)Nc1cccc(Br)c1	13.1	-50.6
Cc1cccc(-c2noc(CN(C(C)C)S(=O)(=O)c3ccc([N+](=O)[O-])cc3)n2)c1	-1.1	-3.6
C[C@H]1CN([C@@H](C)CO)C(=O)c2cc(NC(=O)Nc3ccc(C(F)(F)F)cc3)ccc2O[C@@H]1CN(C)Cc1ccc(C(F)(F)F)cc1	0.0	/
NC(=Nc1ccccc1)NC(=O)c1nc(Cl)c(N)nc1N	8.9	6.8
COCC#Cc1cnc2c(c1)C(=O)N([C@@H](C)CO)C[C@@H](C)[C@H](CN(C)C(=O)Cc1ccncc1)O2	/	2.0
C[C@H](CO)N1C[C@H](C)[C@H](CN(C)C(=O)Nc2ccc(C(F)(F)F)cc2)Oc2ccc(NS(=O)(=O)c3cccs3)cc2CC1=O	1.5	1.2
COc1ccccc1NC(=O)CSc1nc(-c2ccc(Cl)cc2)cc(C(F)(F)F)n1	-1.0	-6.5
COc1ccc([Si](C)(C)[C@@H]2[C@@H](CCn3cc(CCO)nn3)O[C@]3(C(=O)N(Cc4cccc(N5CCOC5=O)c4)c4ccccc43)[C@H]2C)cc1	?	/
CN(CC(=O)Nc1ccc(Cl)c(Cl)c1)S(=O)(=O)c1ccc(F)cc1	-3.0	11.2
CC(C)CC#Cc1ccc2c(c1)O[C@H](CN(C)C(=O)c1cnccn1)[C@@H](C)CN([C@H](C)CO)S2(=O)=O	/	-1.4
COc1ccc(NC(=O)N(C)C[C@H]2Oc3ncc(C#CCN(C)C)cc3C(=O)N([C@H](C)CO)C[C@@H]2C)cc1	/	6.0
CCCNC(=O)N(C)C[C@@H]1Oc2ncc(-c3ccccc3F)cc2C(=O)N([C@H](C)CO)C[C@H]1C	/	6.3
COC(=O)C1C(O)CCC2CN3CCc4c([nH]c5ccccc45)C3CC21 (configuration not stated)	/	0.9
C[C@H]1CN([C@@H](C)CO)C(=O)c2cc(NC(=O)Nc3ccc4c(c3)OCO4)ccc2O[C@H]1CN(C)Cc1ccc(C(F)(F)F)cc1	2.9	-6.3
Cc1cc(C)nc(NS(=O)(=O)c2ccc(NC(=S)NC(=O)c3ccccc3Br)cc2)n1	0.8	4.0
Cc1noc(C)c1NC(=O)N(C)C[C@@H]1Oc2ccc(NC(=O)Nc3ccc4c(c3)OCO4)cc2C(=O)N([C@H](C)CO)C[C@H]1C	/	5.9
COCCn1cc(C(=O)N2CCC(C)CC2)c2c3ccccc3n(C)c2c1=O	/	-12.6
O=C(O)C[C@H]1C[C@H]2c3cc(NC(=O)CC4CC4)ccc3O[C@H]2[C@@H](CO)O1	/	15.1
C[C@H](CO)N1C[C@H](C)[C@H](CN(C)C(=O)C2CCCCC2)OCCCC[C@H](C)Oc2ccc(NS(=O)(=O)c3cccs3)cc2C1=O	/	-11.5
C[C@@H]1CN([C@H](C)CO)C(=O)c2cccc(NC(=O)c3ccncc3)c2O[C@H]1CN(C)C(=O)Nc1ccccc1	/	5.7
CN(C)CCCOc1nn(Cc2ccccc2)c2ccccc12	0.5	-3.1
CC1=CCC(C(=O)O)(C(=O)NCc2ccccc2)C(c2ccc(Br)cc2)C1 (configuration not stated)	/	-3.0
CS(=O)(=O)N(CC(=O)Nc1cccc(Cl)c1)c1ccc(F)cc1	0.0	-0.1
COc1ccc(NC(=O)CSc2nc(C)c3c(n2)CCCC3)c([N+](=O)[O-])c1	-2.8	15.6
Cc1ccc(-c2cc(C(=O)NCCN3CCOCC3)no2)cc1	2.6	8.9
Cc1ccc(CN(C)C[C@@H]2OCc3cnnn3CCCC(=O)N([C@H](C)CO)C[C@@H]2C)cc1	-0.7	/
C[C@H]1CN([C@@H](C)CO)S(=O)(=O)c2ccc(C#CC3CC3)cc2O[C@@H]1CN(C)C(=O)c1ccccn1	/	-5.1
O=C(O)c1ccc(CNC(=O)c2ccc(NC(=O)c3ccco3)cc2)cc1	5.6	-1.3
CCCN1C(=O)C(NS(=O)(=O)c2ccc(NC(C)=O)cc2)(C(F)(F)F)C2=C1CC(C)(C)CC2=O (configuration not stated)	3.0	-0.6
COc1cc(-c2oc3cc(O)cc(O)c3c(=O)c2OC2OC(CO)C(O)C(O)C2O)ccc1O (configuration not stated)	14.1	9.5
O=C(CSc1nnc(-c2cnccn2)n1-c1ccccc1)Nc1ccc2c(c1)OCCO2	-3.9	2.3
C[C@H]1CN([C@@H](C)CO)C(=O)c2cc(NC(=O)Nc3ccc(F)cc3)ccc2O[C@@H]1CN(C)Cc1ccc2c(c1)OCO2	-5.2	-1.7
COc1ccc(C(C)C)cc1S(=O)(=O)Nc1cccc(C(=O)O)c1	-2.6	-3.0

The closing 5 compounds of the section above are carried over, then new ones follow:
compound	STK33 kin inh	p53 PUMA act
CCCN1C(=O)C(NS(=O)(=O)c2ccc(NC(C)=O)cc2)(C(F)(F)F)C2=C1CC(C)(C)CC2=O (configuration not stated)	3.0	-0.6
COc1cc(-c2oc3cc(O)cc(O)c3c(=O)c2OC2OC(CO)C(O)C(O)C2O)ccc1O (configuration not stated)	14.1	9.5
O=C(CSc1nnc(-c2cnccn2)n1-c1ccccc1)Nc1ccc2c(c1)OCCO2	-3.9	2.3
C[C@H]1CN([C@@H](C)CO)C(=O)c2cc(NC(=O)Nc3ccc(F)cc3)ccc2O[C@@H]1CN(C)Cc1ccc2c(c1)OCO2	-5.2	-1.7
COc1ccc(C(C)C)cc1S(=O)(=O)Nc1cccc(C(=O)O)c1	-2.6	-3.0
OC(COc1ccccc1Cl)Cn1cnc2ccccc21 (configuration not stated)	0.8	110.5*
Cc1ccc(S(=O)(=O)Nc2ccc3c(c2)C(=O)N([C@@H](C)CO)C[C@@H](C)[C@H](CN(C)S(=O)(=O)c2cn(C)cn2)O3)cc1	-0.2	/
O=C(C[C@@H]1C[C@H]2c3cc(NC(=O)Nc4ccccc4)ccc3O[C@H]2[C@H](CO)O1)NCc1ccccc1	/	12.2
Nc1ccc(-c2cc(=O)c3cc(O)ccc3o2)cc1	8.4	26.1
CCOc1ccc(C)cc1S(=O)(=O)Nc1cccnc1	-2.7	6.0
C[C@H]1CN([C@@H](C)CO)C(=O)CCCn2nncc2CO[C@@H]1CN(C)S(C)(=O)=O	7.9	/
Cc1ccc(S(=O)(=O)N(C)C[C@H]2Oc3ccc(NS(C)(=O)=O)cc3C(=O)N([C@H](C)CO)C[C@@H]2C)cc1	/	-7.6
C[C@@H]1CN([C@H](C)CO)C(=O)c2cc(NS(=O)(=O)c3ccc(Cl)cc3)ccc2O[C@@H]1CN(C)CC1CCCCC1	10.2	/
C[C@H]1CN([C@@H](C)CO)C(=O)CCCn2nncc2CO[C@H]1CN(C)Cc1ccc2c(c1)OCO2	5.1	/
CC(C)NC(=O)Nc1ccc2c(c1)C(=O)N([C@@H](C)CO)C[C@H](C)[C@H](CN(C)Cc1ccncc1)OCCCC[C@@H](C)O2	/	5.1
CN(c1ccc(C(=O)NCc2ccco2)cc1)S(C)(=O)=O	?	-0.5
C[C@@H]1CN([C@@H](C)CO)C(=O)c2cc(NC(=O)Cc3cn(C)c4ccccc34)ccc2O[C@H]1CN(C)C(=O)Nc1ccc2c(c1)OCO2	/	3.6
C[C@H]1CN([C@@H](C)CO)C(=O)CCCn2cc(nn2)CO[C@@H]1CN(C)C(=O)c1ccncc1	-3.2	/
Cc1ccc(S(=O)(=O)Nc2ccc3c(c2)C(=O)N([C@@H](C)CO)C[C@@H](C)[C@@H](CN(C)C(=O)Nc2ccc4c(c2)OCO4)O3)cc1	4.0	/
C[C@@H]1CN([C@H](C)CO)C(=O)c2cccc(NC(=O)Nc3ccc(C(F)(F)F)cc3)c2O[C@@H]1CN(C)Cc1ccc(C(=O)O)cc1	/	-5.1
CCCNC(=O)N(C)C[C@@H]1Oc2ncc(C#CCC(C)C)cc2C(=O)N([C@H](C)CO)C[C@H]1C	/	-0.7
O=C1N(CCS(=O)(=O)c2ccccc2)c2ccccc2[C@@H]2OC(c3ccc(OCCCO)cc3)=N[C@]12CCS(=O)(=O)c1ccccc1	2.5	/
C[C@@H]1CN([C@@H](C)CO)C(=O)Cc2cc(NS(=O)(=O)c3ccc(F)cc3)ccc2O[C@@H]1CN(C)Cc1ccc(C(F)(F)F)cc1	4.9	/
COc1ccc(NC(=O)Nc2ccc3c(c2)CC(=O)N([C@H](C)CO)C[C@H](C)[C@H](CN(C)Cc2ccc(Cl)c(Cl)c2)O3)cc1	-2.1	/
C[C@@H]1CN([C@@H](C)CO)C(=O)CCCn2cc(nn2)CO[C@@H]1CN(C)C(=O)c1ccc2ccn(C)c2c1	4.5	9.6
CNC[C@H]1Oc2ccc(NS(C)(=O)=O)cc2CC(=O)N([C@@H](C)CO)C[C@@H]1C	-0.5	9.3
COc1ccc(NC(=O)N(C)C[C@@H]2Oc3ccc(NS(=O)(=O)c4ccc(OC)cc4)cc3CC(=O)N([C@H](C)CO)C[C@H]2C)cc1	1.2	/
CO[C@@H]1C=C[C@@]23c4cc5c(cc4CN(CC2O)[C@H]3C1)OCO5 (some centres not stated)	-8.2	/
COc1ccc(NC(=O)Nc2ccc3c(c2)CC(=O)N([C@@H](C)CO)C[C@@H](C)[C@@H](CN(C)Cc2ccc(C(F)(F)F)cc2)O3)cc1	1.2	/
COc1ccc(S(=O)(=O)N(C)C[C@H]2Oc3ccc(NC(=O)NC(C)C)cc3CC(=O)N([C@@H](C)CO)C[C@H]2C)cc1	-0.8	/
O=C(CN1C(=O)c2ccccc2C1=O)NCC1COc2ccccc2O1 (configuration not stated)	-1.9	9.2
CC(C)NC(=O)Nc1ccc2c(c1)C(=O)N([C@@H](C)CO)C[C@H](C)[C@H](CN(C)C(=O)Nc1ccccc1)OCCCC[C@H](C)O2	/	0.0
CCOc1ccccc1OCC(=O)Nc1sc2c(c1C#N)CCC(C)C2 (configuration not stated)	3.4	11.4
Cc1noc(C)c1S(=O)(=O)Nc1cccc2c1O[C@H](CN(C)CC1CC1)[C@H](C)CN([C@@H](C)CO)C2=O	/	-0.8
C[C@H](CO)N1C[C@H](C)[C@H](CN(C)Cc2ccc(C(=O)O)cc2)Oc2ccc(NS(=O)(=O)c3ccccc3)cc2C1=O	-0.5	/

The list is partial, so the mix of outcomes need not match the whole.
